Fh CTSL1 inh – blocks F. hepatica cathepsin L1 in PFM18AAP counter-screen; recombinant F. hepatica cathepsin L1, Z-Leu-Arg-MCA fluorescence; inhibition, % at 5.96 µM; AID 1906; 0.49% of 300,000 active;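 active means inhibition above the mean of all tested compounds plus 3 SD, set per screening campaign, cut at about 17% in these data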;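 further: 0% = plate median of test compound wells and 100% = 1 µM Z-Phe-Ala-diazomethylketone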
PP1 inh – PP1-alpha (human) inhibition in PP5 counter-screen; P62136; purified PP1alpha, OMFP fluorescence; inhibition, % at 6.7 µM; 0.9% of 320,000 active;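 active means inhibition above the mean inhibition of all tested compounds plus 3 SD, computed separately for each screening campaign, cut at about 15% in these data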
HCV core dimer – blocks dimerization of HCV core protein. inhibition, % at 5 µM. 0.33% of 300,000 active. AID 1899. TR-FRET GST/Flag-core106 dimerization, 1536-well;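 active means inhibition above the mean of all tested compounds plus 3 SD, set per screening campaign, cut at about 45% in these data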
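System: GST-tagged and Flag-tagged HCV core protein residues 1-106 / Input: core106 proteins, GST 13.5 nM and Flag 17 nM / Buffer or medium: KF-containing HEPES buffer, pH 7.45, DTT, CHAPS, BSA / Probe or stimulus: Eu-anti-GST and XL665-anti-Flag labelled anti-tag antibodies / Schedule: 4 h, 22.5 °C incubation / Technique: TR-FRET 671 and 617 nm emission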
PREPL inh – inhibitors of human prolyl oligopeptidase-like enzyme PREPL | Q4J6C6 | recombinant PREPL, fluorescence polarization activity-based probe | inhibition, % at 5.96 µM | 0.68% of 320,000 active | AID 2751; in the data active means inhibition above about 43%;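 further: 0% = enzyme with DMSO and 100% = wells lacking enzyme; many of its hits are not listed in these tables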
Target sequence (Q4J6C6 whole entry, looked up): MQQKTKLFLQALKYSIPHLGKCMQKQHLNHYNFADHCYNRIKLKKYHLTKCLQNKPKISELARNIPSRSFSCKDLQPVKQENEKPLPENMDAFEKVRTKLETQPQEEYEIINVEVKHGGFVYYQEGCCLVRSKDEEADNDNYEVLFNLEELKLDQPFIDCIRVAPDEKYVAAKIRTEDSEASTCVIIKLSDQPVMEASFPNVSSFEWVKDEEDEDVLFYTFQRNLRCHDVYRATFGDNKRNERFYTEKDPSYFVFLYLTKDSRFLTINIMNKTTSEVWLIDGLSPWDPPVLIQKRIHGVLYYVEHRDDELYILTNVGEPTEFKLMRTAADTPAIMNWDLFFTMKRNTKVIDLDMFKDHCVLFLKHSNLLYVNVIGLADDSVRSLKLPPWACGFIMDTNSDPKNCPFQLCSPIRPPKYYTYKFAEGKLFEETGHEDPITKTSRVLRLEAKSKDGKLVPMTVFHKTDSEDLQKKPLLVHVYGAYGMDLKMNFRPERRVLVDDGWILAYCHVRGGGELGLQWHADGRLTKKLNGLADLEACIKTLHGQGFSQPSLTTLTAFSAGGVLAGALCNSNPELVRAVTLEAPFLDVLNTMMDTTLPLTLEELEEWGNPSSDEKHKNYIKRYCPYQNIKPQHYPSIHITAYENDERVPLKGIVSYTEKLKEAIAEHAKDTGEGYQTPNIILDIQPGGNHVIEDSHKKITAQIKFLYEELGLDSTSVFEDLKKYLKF
TPT1 inh – C. albicans TPT1 enzyme inhibition; recombinant caTPT1, FP RNA substrate dephosphorylation; inhibition, % at 5 µM; 0.81% of 300,000 active;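 active means inhibition above the mean of all tested compounds plus 3 SD, set per screening campaign, cut at about 24% in these data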;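 further: plate controls were DMSO alone for no effect and ferristatin control at 100 nM for full effect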
EBNA-1 inhibitor – blocks EBNA-1 binding to DNA; EBNA-1 DNA binding, fluorescence polarization; inhibition, % at 14.8 µM; 0.34% of 300,000 active; AID 1950; in the data active means inhibition above about 28%
PP5 inh – inhibitors of human protein phosphatase 5 (PP5). P53041. purified PP5c, OMFP substrate fluorescence. inhibition, % at 6.7 µM. 0.18% of 320,000 active;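 active means inhibition above the campaign's mean inhibition across all tested compounds plus 3 SD, cut at about 9.5% in these data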;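 further: 0% = DMSO only and 100% = 100 µM cantharidin control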
Efflux pump inh – inhibitors of Candida antifungal efflux pumps expressed in yeast; S. cerevisiae Candida pump triplex, Nile Red efflux; inhibition, % at 10 µM; 0.44% of 330,000 active; AID 485275;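 active means plate passing quality check with inhibition over a set limit, or well fluorescence over plate mean plus 4 SD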;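 further: Nile Red retained in pooled yeast measured as flow cytometry median fluorescence; 0% = buffer negative control and 100% = Enniatin B positive control; higher means more Nile Red kept so more efflux inhibition; some compounds called inactive have numbers as strong as hits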
ZTA DNA inh – blocks Epstein-Barr virus ZTA, an EBNA-1 counter-screen; ZTA-DNA binding, fluorescence polarization; inhibition, % at 11 µM; 0.15% of 320,000 active; in the data active means inhibition above about 33%
Target sequence (P03206 whole entry, looked up): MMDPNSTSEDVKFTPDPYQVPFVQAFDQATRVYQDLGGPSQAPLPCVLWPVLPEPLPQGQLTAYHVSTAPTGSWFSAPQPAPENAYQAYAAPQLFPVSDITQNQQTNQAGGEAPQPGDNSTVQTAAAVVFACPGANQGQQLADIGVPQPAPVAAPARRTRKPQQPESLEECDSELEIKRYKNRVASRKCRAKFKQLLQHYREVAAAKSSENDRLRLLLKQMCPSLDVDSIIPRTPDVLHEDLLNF
* = called active by the depositor; . = not tested or not shown.

SMILES	Fh CTSL1 inh	PP1 inh	HCV core dimer	PREPL inh	TPT1 inh	EBNA-1 inhibitor	PP5 inh	Efflux pump inh	ZTA DNA inh
CC(=O)N=c1sc2cc(C)ccc2n1C	-1	-1	-7	1	-3	6	3.1	0.1	-3
Cc1noc(C)c1C(=O)N1CCC(C(=O)c2ccccc2)CC1	-5	-1	-5	9	0	2	3.1	0.0	-12
Cn1nc(C(=O)Nc2ccc(S(=O)(=O)N3CCOCC3)cc2)c2ccccc2c1=O	0	-1	0	0	0	-7	0.7	0.0	-4
CC1(C)CC2CC(C)(CN2S(=O)(=O)c2cccc(C(N)=O)c2)C1 (stereo not drawn)	.	-2	.	11	.	.	2.0	-0.2	-16
CC(C)C1=CC2=CCC3C(C)(C(=O)O)CCCC3(C)C2CC1 (stereo not drawn) (tested in a mixture with another compound)	7	2	-7	15	-2	-1	1.6	-0.1	0
O=S(=O)(c1ccc(NC(=S)NCc2ccco2)cc1)N1CCCC1	1	0	5	9	13	-5	3.8	-0.3	4
O=C(CN1CCCC1)Nc1c2c(nc3ccccc13)N(Cc1ccccc1)CC2	3	3	2	12	2	7	-0.3	0.1	2
CC(=O)Cn1cnc2c(sc3nc(C)cc(C)c32)c1=O	-6	2	-6	15	-2	-3	0.6	-0.1	-7
Cc1cccc(CCNC(=O)C2CCN(S(=O)(=O)c3c(C)nn(C)c3C)CC2)c1	-1	1	3	5	-4	-5	0.7	-0.1	-8
O=C(Nc1ccccc1)C1=C(O)CC(c2ccco2)CC1=Nc1ccccc1 (stereo not drawn)	4	0	16	15	2	-2	0.5	-0.2	-7
CCOC(=O)C1CCCN(C(=O)C2CCN(S(=O)(=O)c3cccs3)CC2)C1 (stereo not drawn)	-4	-1	0	3	0	6	-0.2	-0.2	11
Cc1cc(/C=C/C(=O)O)c(C)n1-c1ccc(Cl)cc1	2	-4	3	9	0	-4	-1.9	0.0	-21
CCOC(=O)Cn1nc(C)c(NC(=O)CCc2ccc(OC)cc2)c1C	-2	0	-5	-1	-1	1	0.9	0.2	-19
COc1ccc(C(=O)NCCCNC(=O)c2ccc(C)nc2)cc1	2	1	-4	3	1	-12	0.7	0.0	1
Cc1nc(OCc2c(C)noc2C)c2ccccc2n1	-4	-2	-3	-7	-2	-4	2.2	0.0	9
CCOC(=O)c1c(-c2ccccc2)oc2ccc(O)cc12	4	6	10	11	0	2	5.7	-0.1	-5
CCC(=O)c1ccc(OCC(O)CN2CCN(c3cccc(C(F)(F)F)c3)CC2)cc1 (stereo not drawn)	7	1	-1	14	-2	-6	4.3	0.3	-5
CCCCCCCCCCS(=O)(=O)N/N=C/c1ccccc1OC	7	1	8	-7	0	2	1.4	-0.1	-1
CCSc1nnc(NC(=O)CSC2=NCCS2)s1	-4	1	5	-6	3	6	-2.7	0.0	11
Nc1nc(NCc2ccco2)nc(Nc2ccc(F)cc2)c1[N+](=O)[O-]	0	-6	2	6	-2	0	3.2	0.0	4
O=C(OCC(=O)N1CCN(S(=O)(=O)c2ccccc2)CC1)c1ccc([N+](=O)[O-])o1	16	-4	-1	2	-1	-3	0.8	0.1	-4
CCc1ccccc1NNC(=O)CCc1ccccc1	-6	-3	-2	-4	-1	-9	3.4	-0.1	-7
CC(C)C(=O)N1CCN(c2ccc(NC(=S)NC(=O)c3cc4ccccc4o3)cc2)CC1	6	0	7	18	1	-5	1.4	0.1	-4
Cc1ccc(NC(=O)c2nnn(-c3cccc(C(F)(F)F)c3)c2N)cc1	-4	-3	0	-2	2	-4	-1.8	-0.1	3
O=C(NC(Cc1ccccc1)C(=O)O)/C(=C/c1ccco1)NC(=O)c1cccc(Br)c1 (stereo not drawn)	14	2	0	19	0	4	-1.7	0.0	-1
Cc1c(NC(=O)c2ccccc2NC(=O)c2ccccc2)cccc1C(=O)O	-4	3	8	-6	-1	6	1.8	0.1	-12
O=C(Nc1cccnc1)c1ccccc1-c1ccccc1	-1	0	-2	7	1	-9	2.3	0.0	-12
CC(C)CC(=O)N1CCN(S(=O)(=O)c2ccc(F)cc2)CC1	1	-4	-4	6	6	8	-2.8	0.1	5
O=C(COc1ccccc1Cl)Nc1ccc(C(=O)O)cc1NC(=O)COc1ccccc1Cl	2	-2	5	-38	-3	-8	-0.5	0.1	1
Cc1nnc(Sc2cc(C(=O)NCc3ccco3)c3ccccc3n2)s1	0	-1	10	-5	-4	-1	1.5	0.0	-4
CC(C)(C)c1ccccc1OCC(=O)Nc1ncn[nH]1	-3	9	-2	-8	4	-14	5.1	0.1	5
COc1ccc(N2CCN(C(=O)CCCCn3c(=O)[nH]c4ccsc4c3=O)CC2)cc1	-3	-5	1	3	-5	1	0.4	-0.1	3
COC(=O)c1nn(-c2ccc(F)cc2)ccc1=O	0	4	-2	-1	-1	4	-1.6	-0.1	-8
C[C@]12C(=O)N(c3ccc(Cl)cc3)C(=O)N1[C@H]1c3ccccc3OC[C@@H]1[C@H]2c1ccccc1	12	2	16	-1	-3	0	-5.4	0.1	-1
CCCCn1c(SCC(=O)N2c3ccccc3Sc3ccccc32)nc2c1c(=O)n(C)c(=O)n2C	6	3	20	11	2	5	0.7	0.3	-4
COCCOC(=O)C1=C(C)Nc2nc(C)nn2C1c1ccc(F)cc1 (stereo not drawn)	1	1	-2	4	-1	-1	2.9	0.1	1
Cc1ccc(C2/C(=C(\O)c3c(C)nc4ccccn34)C(=O)C(=O)N2CCN(C)C)o1 (stereo not drawn)	0	-3	-4	-16	-1	0	1.1	0.1	3
Clc1cncc(Cl)c1N/N=C/c1ccccc1	1	1	-8	-14	-3	5	-0.1	0.0	14
Cc1[nH]c(C)c(S(=O)(=O)N2CCN(c3cccc(Cl)c3)CC2)c1C(=O)N1CCCC1	1	0	2	13	-3	-1	0.7	-0.2	2
CC1(C)Cc2c(cnn2-c2cccc(F)c2)C(NC(=O)CSc2ccncc2)C1 (stereo not drawn)	3	5	-3	-7	3	11	-0.9	2.5	-2
COC(=O)c1cc(NC(=S)N2CCN(C(=O)C3CCCO3)CC2)cc(C(=O)OC)c1 (stereo not drawn)	-4	0	0	-3	-1	-5	-3.9	-0.1	0
O=C(Oc1ccccc1)c1c(Cl)cccc1P(=O)(O)O	-1	-4	-7	10	-5	5	0.1	0.0	-2
Cn1c(=O)[nH]c(=O)c2c1nc(N1CCCCCC1)n2CCCSc1nnnn1-c1ccccc1	-5	3	8	42	-3	-5	5.3	0.1	-4
CC(=O)Nc1ccc(N=Cc2c(O)ccc3ccccc23)cc1	-2	-4	10	1	46*	7	3.1	-0.3	-4
Cc1ccc(S(=O)(=O)N2CCN(C(=O)CSc3nncs3)CC2)cc1	-8	-6	3	-9	3	-16	0.1	0.1	-7

Among those listed so far, these contain a COOH group.
SMILES	Fh CTSL1 inh	PP1 inh	HCV core dimer	PREPL inh	TPT1 inh	EBNA-1 inhibitor	PP5 inh	Efflux pump inh	ZTA DNA inh
CC(C)C1=CC2=CCC3C(C)(C(=O)O)CCCC3(C)C2CC1 (stereo not drawn) (tested in a mixture with another compound)	7	2	-7	15	-2	-1	1.6	-0.1	0
Cc1cc(/C=C/C(=O)O)c(C)n1-c1ccc(Cl)cc1	2	-4	3	9	0	-4	-1.9	0.0	-21
O=C(NC(Cc1ccccc1)C(=O)O)/C(=C/c1ccco1)NC(=O)c1cccc(Br)c1 (stereo not drawn)	14	2	0	19	0	4	-1.7	0.0	-1
Cc1c(NC(=O)c2ccccc2NC(=O)c2ccccc2)cccc1C(=O)O	-4	3	8	-6	-1	6	1.8	0.1	-12
O=C(COc1ccccc1Cl)Nc1ccc(C(=O)O)cc1NC(=O)COc1ccccc1Cl	2	-2	5	-38	-3	-8	-0.5	0.1	1

Further entries.
SMILES	Fh CTSL1 inh	PP1 inh	HCV core dimer	PREPL inh	TPT1 inh	EBNA-1 inhibitor	PP5 inh	Efflux pump inh	ZTA DNA inh
Cc1ccc(C)c(-n2c(Cc3cc(=O)[nH]c(=O)[nH]3)nnc2SCC(=O)NCc2ccco2)c1	-1	3	-2	-5	-1	4	1.4	-0.5	-13
CCOC(=O)c1c(CSc2ccccc2)n(C)c2ccc(O)c(CN3CCOCC3)c12	3	-2	0	29	-3	-2	1.3	0.0	-1
COc1ccc(-c2nc(SC(C)C(=O)NCC3CCCO3)n[nH]2)cc1 (stereo not drawn)	-2	4	2	-1	-2	9	-2.1	0.0	0
COc1ccc([N+](=O)[O-])cc1NS(=O)(=O)c1cc(C(=O)NCc2cccnc2)ccc1Cl	.	-1	.	11	.	.	3.2	0.3	-8
CN(C)c1nc(N)nc(-c2ccco2)n1	-1	-4	-8	11	-5	6	2.9	0.0	-11
OCCOCCn1c2ccccc2c2ccccc21	-1	0	-8	5	0	2	4.3	0.0	-3
N#Cc1ccc(S(=O)(=O)N2CCN(c3ncccn3)CC2)cc1	-1	-4	0	-14	-4	1	0.5	-0.1	-3
Cc1ccc(NC(=O)CSCC(=O)N(C)CC(=O)Nc2cccc3ccccc23)cc1	-5	-3	0	13	-3	-19	4.1	0.2	-16
COc1ccc(Cl)cc1NC(=O)c1nnn(CC(=O)Nc2ccc(OC)c(OC)c2)c1N	0	-1	26	-3	0	8	-0.3	0.1	0
COc1cc(OC)cc(C(=O)NC2CCCN(Cc3ccc(Cl)cc3)C2)c1 (stereo not drawn)	-1	-6	-3	-6	2	-4	6.0	0.1	4
O=c1cc(N2CCN(c3ccc(F)cc3)CC2)[nH]c(=O)n1Cc1ccc(F)cc1	-1	-2	7	-3	1	-12	4.2	-0.1	-3
O=C(Nc1ccccc1NC(=O)C1CCCO1)c1ccco1 (stereo not drawn)	2	-1	0	4	0	-3	-0.8	0.0	-5
COc1ccc(-c2nc3ccccc3c(=O)n2CCN2CCOCC2)cc1	0	-3	-3	13	3	5	1.7	0.1	9
C#CCSc1nc2sc3c(c2c(=O)n1C)CCC3	6	3	0	9	-5	-3	0.2	-0.2	2
N/C(=N\OC(=O)c1cccc(F)c1)c1ccccc1	3	0	-3	-8	1	-1	-0.7	0.3	-9

Records listed so far that bear a hit mark in TPT1 inh:
| canonical_smiles | HCV core dimer | PREPL inh | TPT1 inh | EBNA-1 inhibitor | PP5 inh | Efflux pump inh |
| --- | --- | --- | --- | --- | --- | --- |
| CC(=O)Nc1ccc(N=Cc2c(O)ccc3ccccc23)cc1 | 10 | 1 | 46* | 7 | 3.1 | -0.3 |

The list continues.
SMILES	Fh CTSL1 inh	PP1 inh	HCV core dimer	PREPL inh	TPT1 inh	EBNA-1 inhibitor	PP5 inh	Efflux pump inh	ZTA DNA inh
CCCC(C)C(=O)Nc1ncc(S(=O)(=O)c2ccc([N+](=O)[O-])cc2)s1 (stereo not drawn)	3	3	16	11	-5	1	3.3	-0.2	-14
CN1C(=O)c2cccc3c(N(C)C)ccc(c23)C1=O	3	-3	-13	-4	10	-2	6.2	0.2	-20
Cc1ccc(CSc2nnc(C)c(=O)[nH]2)cc1	-1	2	0	-4	0	-1	2.6	-0.1	-17
CC(NC(=O)Nc1ccc(F)cc1)C(c1cccs1)N1CCCC1 (stereo not drawn)	1	1	-8	-13	-1	2	0.2	0.3	-16
COc1ccc(-c2ccc(=O)n(Cc3ccc([N+](=O)[O-])cc3)n2)cc1	2	5	-2	9	0	-8	-0.5	0.1	4
O=C(CCNS(=O)(=O)c1cccs1)N1CCc2ccccc2C1	-13	-1	-8	-5	5	1	1.4	0.0	-7
CCOc1ccc(NC(=O)c2ccc3c(c2)N(Cc2ccc(F)cc2)C(=O)CS3=O)cc1 (stereo not drawn)	1	1	6	-19	-1	-5	4.2	0.1	-3
CCN(CC)CCNC(=O)Cn1cnc2sc(C)c(S(=O)(=O)N3CCN(c4ccccc4OC)CC3)c2c1=O	2	-5	-2	3	0	8	-1.6	0.1	16
CC(=O)Nc1cccc(C(=O)OC2CCOC2=O)c1 (stereo not drawn)	-3	0	3	-1	0	7	1.6	-0.2	4
COc1ccc(CNC(=O)CCCN2C(=O)c3ccccc3C2=O)cc1	4	0	-11	14	-2	5	5.6	-0.1	-26

Source: PubChem BioAssay

A portion of the library, so the mix of outcomes need not match the whole.
